# High-throughput results deposited in PubChem by National Center for Advancing Translational Sciences (NCATS).
# aGlu spleen mod: inhibits or activates alpha-glucosidase in human spleen homogenate; Potency, µM (titrated, usually from 79.9 µM), for the others: at the highest dose activity change, negative = inhibition, hits mostly inhibitors; P10253; actives 0.006% (n = 240,000); human spleen homogenate, 4-MU-alpha-glucoside fluorescence;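 also: 0% = enzyme with vehicle and -100% = no enzyme basal signal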
#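 Compounds were titrated against alpha-glucosidase in spleen homogenate at pH 5.0, with 1 mM 4-methylumbelliferyl substrate for 40 min at 37 C. Reactions were quenched with pH 10 NaOH/glycine and fluorescence measured.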
# GAA glycogen: inhibitors or activators of human alpha-glucosidase glycogen cleavage; actives 0.38% (n = 300,000); Potency, µM (highest dose often 76.4 µM), for inactives: top-dose activity change, negative = inhibition, actives largely listed as inhibitors; AID 2100; recombinant GAA, glycogen substrate, Amplex Red glucose oxidase fluorescence; P10253;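 also: 0% = full enzyme reaction and -100% = no-enzyme basal signal; the screen sought inhibitors and activators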
#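 Recombinant human enzyme (4 nM); glycogen substrate; 37 C, 40 min, pH 5.0. Readout: coupled glucose oxidase/Amplex Red fluorescence.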
# aGal spleen mod: inhibitors or activators of human alpha-galactosidase in spleen homogenate. P06280. human spleen homogenate, 4MU-alpha-Gal fluorescence, 40 min. Potency, µM (series often up to 80 µM), inactives show at the highest dose activity change, negative = inhibition, hits mostly inhibitors. actives 0.008% (n = 240,000);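 also: 0% = enzyme with vehicle and -100% = no enzyme basal signal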
# Target sequence (P06280 32-429 limits assumed): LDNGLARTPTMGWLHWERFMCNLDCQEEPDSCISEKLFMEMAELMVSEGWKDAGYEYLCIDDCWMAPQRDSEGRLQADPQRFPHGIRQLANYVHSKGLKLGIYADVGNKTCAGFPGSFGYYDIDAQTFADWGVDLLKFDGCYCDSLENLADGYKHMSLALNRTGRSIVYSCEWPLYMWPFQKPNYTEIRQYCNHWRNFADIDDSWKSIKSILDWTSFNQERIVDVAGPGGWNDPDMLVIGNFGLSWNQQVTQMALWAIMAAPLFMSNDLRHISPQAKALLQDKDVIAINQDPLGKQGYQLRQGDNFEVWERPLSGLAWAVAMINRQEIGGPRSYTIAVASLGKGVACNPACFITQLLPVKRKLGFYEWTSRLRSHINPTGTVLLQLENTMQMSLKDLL
#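 Fluorogenic readout (Ex 365/Em 440 nm) of 4-methylumbelliferone released from 1 mM 4-MU-alpha-galactoside by spleen homogenate, 40 min at 37C, pH 5.0. Data normalized to no-enzyme and enzyme controls; Hill-equation AC50 from compound titrations.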
# HTT ATP protect: cytoprotection in Huntington HTT-Q103 PC12 cell model; AID 1471; PC12 HTT-Q103 induced, cytoprotection, ATP luminescence, 40 h; actives 0.14% (n = 230,000); Potency, µM (titrated, usually from 56.4 µM), inactives show cytoprotection (ATP increase), usual class: activators;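 also: % of control where 0% means no effect; nearly all actives have a fitted effect of over 45% in size; toxic huntingtin expression switched on by the ecdysone agonist tebufenozide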
#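 Compounds were screened for protection of PC12 cells against cell death after tebufenozide induction (100 nM final) of mutant Huntingtin exon 1 (Q103) fused to GFP.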
# Tau fibril FP: tau fibrillization inhibition (FP). P10636. K18 P301L tau heparin fibrillization, Alexa594 FP, 6 h. Potency, µM (top dose mostly 57.7 µM), for inactives: top-dose activity, negative = inhibition, hits mostly inhibitors. actives 0.39% (n = 280,000); also: % is scaled to controls: 0 for no effect and ±100 for the full control effect; nearly all actives have a fitted effect of over 55% in size
# Target sequence (P10636 561-689 P618L limits assumed): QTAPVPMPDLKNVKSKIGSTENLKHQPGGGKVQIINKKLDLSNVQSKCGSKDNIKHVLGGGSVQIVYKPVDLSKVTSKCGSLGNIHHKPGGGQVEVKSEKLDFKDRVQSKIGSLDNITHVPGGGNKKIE
#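 Steps: dispense K18 P301L tau (15 uM plus 0.24 uM Alexa 594 tracer, final) in pH 7 sodium acetate; add compound; add heparin (20 uM final); incubate 6 hr, 37 C; add ThT (30 uM final); after 1 hr ambient, read FP.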
# GAA inh: alpha-glucosidase (human) inhibition. P10253. purified human GAA, 4-MU-alpha-glucoside fluorescence. Potency, µM (titrated, usually from 76.9 µM), inactives show top-dose activity change, negative = inhibition, most hits filed as inhibitors. actives 0.005% (n = 200,000). AID 1466;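 also: plate controls were uninhibited enzyme wells for no effect and no-enzyme background for full effect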
#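 Human alpha-glucosidase, 4 nM, pre-mixed with test compounds before 400 uM 4-methylumbelliferyl substrate; 20 min room temperature at pH 5.0. Fluorescence read after pH 10 stop; AC50 values from Hill-equation fits.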
# Tau fluor cs: counter-screen for tau fibril formation inhibitors. tau K18 P301L Alexa594 fluorescence, heparin fibrillization. AID 1463. actives 0.93% (n = 280,000). Potency, µM (titrated, usually from 57.7 µM), inactives show top-dose activity change, negative = decrease; also: % is scaled to controls: 0 for no effect and ±100 for the full control effect; nearly all actives have a fitted effect of over 55% in size
#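 Human K18 P301L tau (15 uM unlabeled plus 0.24 uM Alexa 594-labeled, final) in 100 mM sodium acetate pH 7 was mixed with compound and 20 uM heparin and incubated 6 hr at 37 C.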
# Tau fibril ThT: blocks human tau fibril formation measured by thioflavin T. P10636. recombinant tau K18 P301L (four-repeat tau fragment), heparin-induced fibrillization, ThT fluorescence. Potency, µM (highest dose often 57.4 µM), without a hit: top-dose activity, negative = inhibition, actives largely listed as inhibitors. actives 2.1% (n = 270,000). AID 1460; also: % is scaled to controls: 0 for no effect and ±100 for the full control effect; nearly all actives have a fitted effect of over 55% in size
#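 Recombinant human tau K18 fragment […] carrying P301L, 15 uM unlabeled plus 0.24 uM Alexa 594-labeled, was fibrillized with 20 uM heparin in 100 mM sodium acetate pH 7 for 6 hr at 37 C; 30 uM ThT fluorescence read after 1 hr.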
# Numbers without * were called inactive; ? = inconclusive; / = not tested or not shown; [ ] = another dose, or the depositor's remark. Calls follow the shape of the dose curve; as a rule, active = well fitted curve in the direction sought with a large enough effect; inconclusive = small, poorly fitted or top-dose-only effect, or another doubt; inactive = no such curve, though single readings can be large; an effect the other way counts as inactive or inconclusive. Potency is read from the fitted curve at half-maximal effect. Random draw from the library; any-hit rate near 3.3%.
SMILES,aGlu spleen mod,GAA glycogen,aGal spleen mod,HTT ATP protect,Tau fibril FP,GAA inh,Tau fluor cs,Tau fibril ThT
COc1cccc(N=Cc2c[nH][nH]c2=O)c1,-8%,-9%,-3%,-16%,-2%,-3%,-7%,-13%
COC(=O)/C=C1/SC(=NC(=O)c2ccccc2)NC1=O,-1%,-8%,4%,-4%[10 µM],2%,-13%,-4%,-13%
COc1ccc(-c2cc(C(=O)OCC(=O)c3cccc(OC)c3)c3cccc(Cl)c3n2)cc1,/,1%[76.3 µM],/,/,?,/,-13%,-1%
S=C(NC1CC2CCC1C2)N1CCN(c2cccc(Cl)c2)CC1 (stereo unspecified),-4%,-2%,-5%,-23%,-3%,0%,?,-15%
CC(C)c1cc(C(N)=O)c(NC(=O)c2cccc(COc3ccc(Cl)cc3)c2)s1,-8%,-15%,-8%,-37%,?,-5%,?,-13%
COc1ccc(OC)c(N(CC(=O)Nc2cccnc2)S(=O)(=O)c2ccc(C)cc2)c1,-1%,-4%,-1%,-32%,2%,-2%,-8%,-8%
CSCc1ccc(C(=O)Nc2cccc(C)c2C)cc1,7%,-2%,5%,3%[10 µM],0%,3%,3%,?
O=C(Cn1c(=O)oc2cc(S(=O)(=O)N3CCCC3)ccc21)N1CCc2ccccc2C1,1%,-19%,17%,-14%,5%,-7%,-5%,-5%
C=CCOc1ccc(CNn2c(C)n[nH]c2=S)cc1OC,?,-3%,20%,-8%,1%,9%,-5%,-5%
CCOc1ncccc1C(=O)OCC(=O)c1cc(C)n(Cc2ccco2)c1C,-19%,9%,-3%,-14%[10 µM],0%,-8%,-13%,?
O=C(NC(=O)c1ccc(F)cc1F)Nc1ccc(Cl)cc1,3%,7%,-15%,6%[10 µM],2%,/,-9%,/
COc1ccc(N(C)S(=O)(=O)c2ccc3c(c2)CCN3C(=O)CCC(=O)O)cc1,/,13%[76.3 µM],/,/,?,/,-10%,-2%
CCCC(=O)c1c[nH]c(C(=O)NCc2ccco2)c1,2%,1%,1%,12%,-4%,6%,-2%,-10%
O=S(=O)(c1ccccc1)c1nc(-c2ccco2)oc1NCc1cccnc1,5%,-5%,4%,-5%[0.074 µM],1%,-2%,-9%,-2%
CCCC(=O)c1cc2c(cc1NC(=O)c1cccs1)OCCO2,-5%,1%,-2%,-10%,-10%,?,-10%,-4%
COCCn1nc2cc(C(=O)NCc3cc(C(F)(F)F)cc(C(F)(F)F)c3)ccc2c1OC,-16%,?,-13%,0.71µM*,3%,-3%,1%,6%
Cc1ccc(N2C(=O)N(CC(=O)c3cc(C)ccc3C)C(=O)C2C)cc1 (stereo unspecified),-3%,6%,-13%,14%[10 µM],3%,-11%,-19%,-7%
O=C(Nc1ccc(Oc2ccccc2)cc1)C1CCN(S(=O)(=O)c2ccccc2)CC1,/,-7%[76.3 µM],/,/,?,/,?,-8%
Cc1ccc(S(=O)(=O)N2CCCCC2)cc1NC(=O)COC(=O)CNC(=O)c1cc(Cl)cc([N+](=O)[O-])c1,-4%,-3%,1%,5%[10 µM],6%,?,-16%,-6%
COCCN(CCOC)S(=O)(=O)c1ccc(C(=O)Nc2nnc(CSC)o2)cc1,/,2%,-3%,-37%[inhibitor],3%,-11%,-3%,-3%
NC(N)=Nc1ccc(Cl)cc1,5%,/,9%,?,-4%,/,-6%,-3%
O=C(NCc1cccc(F)c1)c1ccc2nc(N3CCCCC3)sc2c1,/,7%[76.3 µM],/,/,-5%,/,-6%,-1%
CCn1c(SCC(=O)O)nnc1-c1ccc2[nH]c(C)c(C)c2c1,0%,-3%,9%,/,3%,6%,5%,-5%
CC(C)(C)c1ccc(-c2nc(-c3ccncc3)no2)cc1,-3%,-23%,-5%,16%[10 µM],7%,-7%,-11%,?
CCN(CCNC(=O)c1ccc(CSc2nc3ccncc3[nH]2)cc1)c1ccccc1,2%,-9%,-1%,/,1%,?,25µM*[quencher],?
CC(=O)c1ccc(NC(=O)COc2ccccc2-c2nc(-c3ccccc3)no2)cc1,/,-18%[76.3 µM],/,/,1%,/,-22%,-6%
O=C(Nc1ccc(OC(F)(F)F)cc1)c1cnc2n(c1=O)CCS2,1%,2%,4%,-4%,-1%,-12%,-3%,-16%
COc1ccc(NC(=O)c2c(N)c(C(=O)c3ccc(OC)cc3)n3ccccc23)cc1,/,12%[76.3 µM],/,/,-9%,/,-21%,-12%
COc1cc(NC(=O)c2cccs2)c(C(=O)OCC(=O)NCc2ccco2)cc1OC,-2%,-3%,12%,-21%[10 µM],-1%,?,-14%,-15%
O=C(CSc1nc(-c2ccc(F)cc2)cc(C(F)(F)F)n1)NCc1ccccc1,/,-16%[76.3 µM],/,/,-16%,/,-14%,9%
COC(=O)c1c(NC(=O)c2ccco2)sc(C(=O)N2CCCC2)c1C,-6%,1%,-6%,-6%,-9%,5%,-5%,-3%
CCCCn1c(/N=C/c2ccc(N(C)C)cc2)nc2ccccc21,-4%,1%,-16%,-16%[10 µM],-3%,-2%,-3%,-3%
CC(=O)Nc1cccc(Oc2cc(C#N)c(C#N)cc2N2CCCCCC2)c1,-7%,-14%,-13%,-55%[inhibitor],?,?,?,-8%
CN(C)S(=O)(=O)c1cc(NC(=O)CN2CCNC(=O)C2)ccc1Cl,-7%,3%,-16%,-7%[10 µM],-5%,5%,3%,4%
Clc1ccc(-c2csc(=Nc3cccnc3)n2CCCn2ccnc2)cc1Cl,10%,4%,6%,-17%[10 µM],6%,5%,8%,-6%
C=CCOc1ccc(C(=O)CC)cc1OC,-13%,-5%,6%,-16%[0.074 µM],-2%,-1%,7%,-6%
CC(C)CC1(C)NC(=O)N(Cc2cc([N+](=O)[O-])cc3c2OCOC3)C1=O (stereo unspecified),2%,13%,-13%,4%[10 µM],8%,?,-14%,-8%
CCOc1[nH]n(-c2ccc(Cl)cc2)c(=O)c1C=Nc1ccc(Cl)cc1,-11%,1%,10%,7%,-2%,-7%,-16%,-9%
O=C(Nc1ccc2oc(-c3cccnc3)nc2c1)c1ccco1,-3%,24%,0%,-36%,0%,2%,-10%,?
CNc1nc(OCC(F)(F)F)nc(N2CCOCC2)n1,-1%,0%,4%,-14%,0%,0%,0%,1%
COc1ccc(N2CC(C(=O)Nc3ccc(S(=O)(=O)Nc4nc(C)cc(C)n4)cc3)CC2=O)cc1 (stereo unspecified),-2%,-5%,0%,0%,0%,-4%,-3%,-1%
Cn1nnnc1SCC(=O)N1CCN(C(=O)c2ccco2)CC1,1%,1%,-9%,-9%,0%,1%,-8%,-7%
CCOc1ccc(Cn2c(O)cc(=O)[nH]c2=O)cc1,6%,-12%,3%,-4%[10 µM],?,5%,-22%,16µM*
COc1ccc(N2Cc3cccc(C(=O)N4CCN(C(=O)c5ccco5)CC4)c3C2=O)cc1,-9%,11%,3%,-9%,8%,0%[15.4 µM],2%,-4%
COc1ccc(C(=O)NNc2cc(C)nc(NNC(=O)c3ccc(OC)cc3)n2)cc1,-4%,?,-12%,-6%[10 µM],-6%,-15%,-14%,?
Nc1ccc(C(=O)N/N=C\c2cc(N=Nc3cccc4ccccc34)ccc2O)cc1,-11%,-2%,-7%,-51%[inhibitor],13%,0%,?,3.2µM*
Cc1cc(C)n(CC(C)NCc2cn[nH]c2-c2ccc(C)c(C)c2)n1 (stereo unspecified),1%,-8%,-1%,/,-3%,9%,13%,4%
O=C(NCc1ccccn1)c1cc(Br)ccc1Cl,-5%,-6%,6%,-6%,-1%,5%,-1%,-3%
O=C(O)c1cc(N2C(=O)CCC2=O)ccc1NCc1cccnc1,-3%,3%,8%,-6%[10 µM],-7%,/,-4%,0%
CCOC(=O)c1ccc(NC(=O)Cn2nnc3ccccc32)cc1,-12%,-2%,-3%,5%,-7%,-5%,-6%,2%
O=C(COC(=O)c1cccnc1SCC(=O)NCc1ccccc1)NCc1ccccc1,-8%,6%,-3%,8%,13%,-8%,-6%,-6%
Cc1cccc(CS(=O)(=O)Cc2ccc(C(=O)NCCN3CCCCC3C)o2)c1 (stereo unspecified),3%,2%,12%,10%,5%,-6%,-3%,-4%
FC(F)Oc1ccc(-c2c[n+]3c(n2-c2ccccc2)CCCCC3)cc1,3%,5%,-2%,6%[10 µM],1%,/,5%,2%
COC(=O)c1cc(C(=O)Nc2ccc(Cl)cn2)cc([N+](=O)[O-])c1,3%,6%,3%,15%,-11%,3%,-19%,-19%
COC(=O)c1ccccc1NC(=O)Nc1ncccc1C,5%,-6%,26%,3%[10 µM],-5%,?,0%,-6%
Cc1ccc(S(=O)(=O)c2cc3ccccc3oc2=Nc2ccc3c(c2)OCCO3)cc1,0%,8%,-5%,/,-11%,-1%,-22%,?
O=C(c1ccccc1)N1CCN(C(=O)c2ccccc2Br)CC1,4%,1%,3%,-8%,-2%,-4%,-7%,-16%
COc1ccc(NC(=O)CSc2ccccn2)c([N+](=O)[O-])c1,3%,4%,-1%,5%[10 µM],0%,/,-16%,-3%
CC(C)Cn1c(Cc2ccccc2)n[nH]c1=S,-6%,-2%,7%,0%,8%,-1%,10%,15%
CCOC(=O)C1CCCN(C(=O)c2ccc(CS(=O)(=O)Cc3ccccc3C)o2)C1 (stereo unspecified),-6%,0%,-1%,-17%,-2%,-2%,-7%,-4%

# Three structures from above, sorted by length of the SMILES, highest first:
SMILES,aGlu spleen mod,GAA glycogen,aGal spleen mod,HTT ATP protect,Tau fibril FP,GAA inh,Tau fluor cs,Tau fibril ThT
Cc1cc(C)n(CC(C)NCc2cn[nH]c2-c2ccc(C)c(C)c2)n1 (stereo unspecified),1%,-8%,-1%,/,-3%,9%,13%,4%
CCOC(=O)c1ccc(NC(=O)Cn2nnc3ccccc32)cc1,-12%,-2%,-3%,5%,-7%,-5%,-6%,2%
O=C(NCc1ccccn1)c1cc(Br)ccc1Cl,-5%,-6%,6%,-6%,-1%,5%,-1%,-3%
